BaF3 parental – parental Ba/F3 cell viability inhibition, counter-screen for JAK2V617F inhibitor project, murine pro-B, CellTiter-Glo luminescence; CellTiter-Glo ATP luminescence; AID 1486, 2009; inhibition, % at 5.6 µM; actives 1.1% (n = 220,000);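 active = inhibition above a per-campaign cutoff, the mean inhibition of all tested compounds plus 3 SD, cut at about 27% in these data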;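 also: 0% = DMSO wells and 100% = JAK Inhibitor I control wells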
NPY-Y1 antag – NPY-Y1 receptor antagonists, primary screen, cell-based. inhibition, % at 3.6 µM. actives 1% (n = 200,000). HEK293-CNG Y1 cells, membrane potential fluorescence; NPY at EC95, then isoproterenol. Neuropeptide Y receptor type 1 (Homo sapiens), P25929. AID 1040, 2008;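 active = inhibition above the campaign mean inhibition of all tested compounds plus 3 SD, cut at about 20% in these data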;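 also: 0% = DMSO wells given NPY plus isoproterenol and 100% = isoproterenol alone without NPY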
Target sequence (P25929 whole entry, looked up): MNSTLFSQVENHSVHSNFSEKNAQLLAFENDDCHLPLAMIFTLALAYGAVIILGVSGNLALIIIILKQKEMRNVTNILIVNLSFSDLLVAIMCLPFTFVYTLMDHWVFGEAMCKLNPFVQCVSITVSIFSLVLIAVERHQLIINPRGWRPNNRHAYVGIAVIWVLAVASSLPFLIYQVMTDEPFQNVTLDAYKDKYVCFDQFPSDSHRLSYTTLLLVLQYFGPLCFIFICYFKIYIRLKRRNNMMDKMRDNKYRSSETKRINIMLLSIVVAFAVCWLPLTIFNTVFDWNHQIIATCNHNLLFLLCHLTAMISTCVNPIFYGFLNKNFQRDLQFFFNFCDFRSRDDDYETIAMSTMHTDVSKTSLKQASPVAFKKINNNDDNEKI
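System: HEK293 cells with Y1 receptor plus CNG channel / Probe or stimulus: NPY 25 nM then isoproterenol 1 µM plus Ro 20-1724 25 µM / Compound: one concentration, 3.6 µM, in 0.4% DMSO / Schedule: compound incubation 1 h at room temperature, readout 45 min post-stimulation / Measured by: membrane potential fluorescence / Read-out: % inhibition of NPY effect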
RBBP9 inh – human RBBP9 inhibitors, primary screen, biochemical, fluorescence polarization, FP-Rh probe, HTS. Serine hydrolase RBBP9 (Homo sapiens), O75884. recombinant RBBP9. inhibition, % at 7.94 µM. actives 0.2% (n = 220,000);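 active = inhibition above the campaign mean of all tested compounds plus 3 SD, cut at about 14% in these data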;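 also: plate controls were DMSO wells with RBBP9 for no effect and wells lacking RBBP9 protein for full effect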
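Measured by – fluorescence polarization · Test system – RBBP9 protein · Input – 2.5 µM RBBP9 dispensing solution, before mixing · Measure – percent inhibition from mP, scaled between DMSO and no-protein wells · Benchmarks – DMSO-treated enzyme wells and wells lacking RBBP9 · Times – preincubation 30 min plus labeling 45 min at 25 °C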
S1P4 antagonist – S1P4 receptor antagonists, primary screen, cell-based; Sphingosine 1-phosphate receptor 4 (Homo sapiens), O95977; S1P4-expressing cells, antagonist mode, reporter read-out; inhibition, % at 4.98 µM; actives 0.26% (n = 220,000); AID 1510, 2009; in the data active = inhibition above about 29%;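 also: 0% = wells stimulated with agonist and 100% = vehicle wells without agonist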
NPY1 pot ag – NPY-Y1 receptor potentiators or agonists, primary screen, cell-based; AID 1304, 2008; actives 0.37% (n = 220,000); NPY-Y1 expressing cells, potentiator/agonist activation; activation, % at 3.6 µM; in the data active = activation above about 33%, passing the limit was not always enough;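 also: cells stimulated with NPY at EC10 then isoproterenol at EC100; 0% = low agonist plus stimulus and 100% = saturating agonist plus stimulus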
Ba/F3 V617F tox – reduced viability of JAK2V617F-dependent Ba/F3 cells, primary screen, JAK2V617F inhibitor project, cell-based, Ba/F3 EpoR-JAK2V617F, luminescence; AID 1446, 2008; actives 1.1% (n = 220,000); ATP luminescence; inhibition, % at 5.6 µM;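 active = inhibition above the campaign mean plus 3 SD over all tested compounds, cut at about 24% in these data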;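 also: cytokine-independent growth of Ba/F3 cells driven by EpoR plus mutant JAK2; 0% = DMSO-treated cells and 100% = JAK inhibitor I control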
Runt-CBFb FRET – inhibitors of RUNX1 Runt–CBFb binding, primary screen, biochemical, FRET, Cerulean-Runt, Venus-CBFb, uHTS | Runt-related transcription factor 1 (Homo sapiens) + Core-binding factor subunit beta … | Cerulean-Runt/Venus-CBFb FRET ratio 530/480, 1 h | inhibition, % at 20 µM | actives 0.46% (n = 220,000) | AID 1496, 2009;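 active = inhibition over about 50% at 20 µM in the single-dose screen, limit read from the data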;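 also: 0% = DMSO wells and 100% = excess unlabeled CBFb competitor control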
Target sequence (Q01196 whole entry, looked up): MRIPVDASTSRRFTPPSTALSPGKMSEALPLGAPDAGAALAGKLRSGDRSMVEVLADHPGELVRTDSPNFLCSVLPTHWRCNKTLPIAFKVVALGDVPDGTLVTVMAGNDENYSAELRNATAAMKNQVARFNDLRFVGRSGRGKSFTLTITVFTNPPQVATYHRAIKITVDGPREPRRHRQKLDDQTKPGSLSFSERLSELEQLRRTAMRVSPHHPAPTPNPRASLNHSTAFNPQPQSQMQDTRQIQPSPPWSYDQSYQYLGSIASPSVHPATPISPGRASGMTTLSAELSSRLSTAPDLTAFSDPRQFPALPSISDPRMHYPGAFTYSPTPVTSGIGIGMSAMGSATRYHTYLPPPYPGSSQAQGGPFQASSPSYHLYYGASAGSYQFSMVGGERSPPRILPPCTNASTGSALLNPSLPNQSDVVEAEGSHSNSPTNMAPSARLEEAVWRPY
Target sequence (Q13951 whole entry, looked up): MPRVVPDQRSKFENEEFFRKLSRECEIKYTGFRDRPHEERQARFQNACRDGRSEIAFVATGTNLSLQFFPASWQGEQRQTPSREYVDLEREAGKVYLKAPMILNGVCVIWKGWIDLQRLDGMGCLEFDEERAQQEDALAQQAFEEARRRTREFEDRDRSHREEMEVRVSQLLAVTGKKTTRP
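Schedule: protein complex preformed 1 h, compound exposure 1 h, room temperature, dark; test system: Cerulean-labeled Runt domain protein; amount: 100 nM per protein; buffer or medium: Tris 50 mM pH 7.5, KCl, K2SO4, 0.01% BSA; read-out: loss of energy transfer signal; detection: FRET fluorescence; controls: 5 µM unlabeled CBFb as full-inhibition high control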
S1P4 agonist – S1P4 receptor agonists, primary screen, cell-based. AID 1509, 2009. actives 0.35% (n = 220,000). S1P4-expressing cell line, agonist reporter assay. activation, % at 4.98 µM. Sphingosine 1-phosphate receptor 4 (Homo sapiens), O95977; in the data active = activation above about 11%;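 also: 0% = DMSO vehicle and 100% = reference agonist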
NPY2 pot ag – NPY-Y2 potentiators or agonists, primary screen, cell-based | AID 1359, 2008 | actives 0.45% (n = 220,000) | activation, % at 3.6 µM | cells expressing NPY-Y2, potentiator/agonist read-out; in the data active = activation above about 27%;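 also: cells stimulated with NPY near EC25 plus isoproterenol at EC100; 0% = vehicle plus submaximal agonist and 100% = vehicle plus saturating agonist; some results beyond the cut were filed as inactive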
* = called active by the depositor; . = not tested or not shown; & = joins results of further samples.

SMILES	BaF3 parental	NPY-Y1 antag	RBBP9 inh	S1P4 antagonist	NPY1 pot ag	Ba/F3 V617F tox	Runt-CBFb FRET	S1P4 agonist	NPY2 pot ag
CC(C)NC(=S)Nc1ccc(S(=O)(=O)Nc2ncccn2)cc1	4	-2	-2	4	12	-3	-3	-0.1	-8
Oc1ccccc1N1CCN(c2nc(-c3cccs3)nc3ccccc23)CC1	-7	.	-10	-4	20	-2	0	-0.7	3
Cc1c(NC(=S)N/C(=N/S(=O)(=O)c2ccccc2)c2ccccc2)c(=O)n(-c2ccccc2)n1C	0	.	-2	9	12	-1	3	-0.4	2
COc1ccc(S(=O)(=O)N2CCCCC2C(=O)O)cc1OC (configuration not stated)	1	7	12	-5	14	0	-2	0.0	11
CC(=O)c1ccc(NC(=S)N2CC(C)CC(C)C2)cc1 (configuration not stated)	-1	-3	-1	-3	6	1	2	0.3	9
O=C(Nc1ccccc1)C(=O)c1cn(CC(=O)N2CCCCC2)c2ccccc12	7	10	-8	-7	-2	1	0	1.3	5
O=C(CCN1C(=O)c2cccnc2C1=O)NC1CCCCCC1	1	-6	-4	6	0	-2	0	1.3	-13
CN1CCN(S(=O)(=O)c2ccc(N3CCc4ccccc4C3)nc2)CC1	-2	5	-4	16	2	1	1	-0.1	5
CCOc1cc(CN2CCSCC2)ccc1O	4	3	1	-9	-18	-2	1	-0.9	14
O=C(CNc1cccc2ccccc12)N/N=C/c1ccc([N+](=O)[O-])cc1	4	4	-2	-3	-30	-1	4	-0.2	-2
COCCNS(=O)(=O)c1cc(OC)c(Cl)cc1Cl	3	-1	-9	-7	9	0	1	0.2	-6
CCN(CC)c1ccc(/C=N/Nc2nc(C)cc(C)n2)cc1	-2	.	-1	-8	-1	2	2	-1.3	-1
Cc1cc(NC(=O)Cn2nc(C)c([N+](=O)[O-])c2C)no1	5	4	-8	-28	11	0	-1	0.5	5
CC1CCCN(S(=O)(=O)c2coc(C(N)=O)c2)C1 (configuration not stated)	8	1	-4	5	-13	2	.	-2.1	-10
COC(=O)c1ccccc1NC(=O)C1CC(=O)N(c2ccc(C)c(C)c2)C1 (configuration not stated)	5	12	-1	9	-29	-1	1	0.8	-17
Cc1ccc(/C=C/C(=O)Nc2cccc(S(=O)(=O)N3CCOCC3)c2)o1	7	3	-5	6	-12	4	1	-2.0	-1
Nc1nnc(SCc2ccc(F)cc2)n1-c1ccccc1	0	5	-8	-20	-4	-1	-1	1.5	-4
COc1cccc(C(=O)N2CCCC(CCC(=O)NCc3ccc(F)c(F)c3)C2)c1 (configuration not stated)	12	4	-2	-14	-7	4	0	0.9	-7
O=C(CCC1CCCN(c2ncccn2)C1)N1CCN(c2ccccn2)CC1 (configuration not stated)	-3	.	7	11	3	0	3	-1.5	-8
CCN1CCN(c2cc(C)c3cc(NC(=O)c4ccc5c(c4)OCO5)ccc3n2)CC1	4	1	-3	-16	-2	7	2	0.0	2
CCOC(=O)c1ccc(NC(=O)CC2C(=O)OCCN2CC)cc1 (configuration not stated)	5	0	-3	3	0	0	4	-1.1	-4
Cc1cc(C)c(S(=O)(=O)c2c(C)cccc2C)c(OCC(C)C)n1	9	11	-1	-3	-7	-1	-4	1.5	1
CC(C)(C)c1ccc(OCC(=O)O)cc1	4&3	2	6&-7	6&-2	-33&-1	1&-2	1&1	1.4&0.8	-9&19
Cc1ncc([N+](=O)[O-])n1CCOC(=O)c1cc(Cl)cc(Cl)c1N	7	9	-13	-11	-5	3	-2	-0.8	0
Cc1ccc(-c2noc(-c3ccoc3C)n2)cc1	5	6	3	-10	6	2	0	-0.1	-2

Five compounds out of the list, sorted by heavy-atom count, smallest number first:
SMILES	BaF3 parental	NPY-Y1 antag	RBBP9 inh	S1P4 antagonist	NPY1 pot ag	Ba/F3 V617F tox	Runt-CBFb FRET	S1P4 agonist	NPY2 pot ag
CC(C)(C)c1ccc(OCC(=O)O)cc1	4&3	2	6&-7	6&-2	-33&-1	1&-2	1&1	1.4&0.8	-9&19
CCOc1cc(CN2CCSCC2)ccc1O	4	3	1	-9	-18	-2	1	-0.9	14
Cc1cc(NC(=O)Cn2nc(C)c([N+](=O)[O-])c2C)no1	5	4	-8	-28	11	0	-1	0.5	5
Cc1cc(C)c(S(=O)(=O)c2c(C)cccc2C)c(OCC(C)C)n1	9	11	-1	-3	-7	-1	-4	1.5	1
COC(=O)c1ccccc1NC(=O)C1CC(=O)N(c2ccc(C)c(C)c2)C1 (configuration not stated)	5	12	-1	9	-29	-1	1	0.8	-17

Continued.
SMILES	BaF3 parental	NPY-Y1 antag	RBBP9 inh	S1P4 antagonist	NPY1 pot ag	Ba/F3 V617F tox	Runt-CBFb FRET	S1P4 agonist	NPY2 pot ag
Cc1ccc(NC(=O)CCC(=O)NNC(=O)c2ccccc2[N+](=O)[O-])c(C)c1	10	3	-6	-20	-2	1	0	-0.8	5
Cc1ccc(Cn2cccc(NC(=O)NC3CCCCC3)c2=O)cc1	5	3	-13	-15	18	1	-4	0.6	-2
O=C(CN1CCN(c2ccccc2O)CC1)NC(c1ccccc1)c1ccccc1	8	-3	-9	-9	1	6	0	-1.3	21
Cc1oc2c(c(=O)c1C)C(=O)CC(c1ccccc1)C2 (configuration not stated)	5	5	-3	-15	7	-2	-3	0.3	-12
FC(F)Sc1nnc(-c2cccs2)n1-c1ccccc1	3	-2	-5	-16	-10	-4	0	1.6	9
Cc1ccc(-c2nnc(Nc3ccc(C(N)=O)cc3)c3ccccc23)cc1S(=O)(=O)NCC1CCCO1 (configuration not stated)	8	-1	-12	-18	14	-2	-7	0.7	1
CCNc1nc(SC(C)C(=O)OC)nc(N2CCOCC2)n1 (configuration not stated)	3	0	0	-3	18	-2	1	-0.6	7
O=C(Nc1ccc(F)cc1)c1sc(Cl)nc1-c1ccccc1	7	12	0	-2	-12	-2	-2	-0.1	-2
COCCCn1ccc(O)c(Cc2ccc(F)cc2)c1=O	2	3	-7	-13	16	-4	-2	-2.2	3
Cc1nc(Nc2ccccc2)sc1-c1ccccc1	-1	3	11	3	3	-4	1	2.4	4
CC(C)Oc1ccc(CC2CCC(=O)N(C)C2=O)cc1 (configuration not stated)	4	4	-9	-1	5	4	-1	-1.0	3
Cc1cccc(C(=O)NCC(=O)OCC(=O)N2CC3(C)CC2CC(C)(C)C3)c1 (configuration not stated)	5	4	-3	-16	-15	3	-2	-0.3	10
Cc1ccc(C)c(NC(=O)C(OC(=O)c2ccc(C)s2)c2ccccc2)c1 (configuration not stated)	2	2	-4	-12	-4	3	0	1.8	2
CCCCN=C(C)C1=C(O)CSC1=O	0	6	2	-4	-8	-2	-1	1.2	2
Cc1ccc(NC(=O)C2CCN(S(=O)(=O)c3cccc4cccnc34)CC2)nc1	2	-5	0	-18	-3	-3	0	2.2	-2
Nc1cccc2c1C(=O)N(C(=O)c1cccc(S(=O)(=O)N3CCCC3)c1)C2=O	7	7	-8	31*	-25	4	-30	-1.0	-16
COc1cc(CNCc2ccccn2)ccc1OCc1ccc(Cl)c(Cl)c1	10	9	-4	-9	-31	5	-1	0.8	-11
O=C(COC(=O)c1n[nH]c2ccccc12)c1cc(F)ccc1F	2	5	-8	-6	0	-2	-1	1.0	-9
COc1ccc(C2=NN(C(=O)CSc3nc4ccccc4s3)C(c3ccc(F)cc3)C2)cc1 (configuration not stated)	-3	2	-12	-3	16	-7	3	-0.3	-3
O=C(CCc1ccc(Oc2cc([N+](=O)[O-])cc([N+](=O)[O-])c2)cc1)Nc1cccc(Cl)c1	7	1	-10	-13	-42	2	1	-1.8	-2
Cc1cc(NC(=O)CN(C)C)c([N+](=O)[O-])cc1C	2	2	0	0	-10	-1	-2	1.1	6
CC(=O)Nc1ccc(NC(=O)C(C)OC(=O)CN(C)S(=O)(=O)c2ccc(Cl)cc2)cc1 (configuration not stated)	2	-1	-2	-19	16	-6	2	0.2	-1
N#Cc1cccc(NC(=O)COC(=O)c2cccc(N3C(=O)c4ccccc4C3=O)c2)c1	4	-1	-12	14	-15	1	-3	0.6	-5
c1ccc2c(CSCCc3ccncc3)cccc2c1	7	3	-15	1	-2	3	.	-2.1	-6
CCC(=O)c1ccccc1OCCN1C(=O)NC(C)(C)C1=O	2	3	9	-17	-13	-2	3	0.4	-12
CCOC(=O)c1c(N2C(=O)C3CC(C)=C(C)CC3C2=O)sc(C)c1C (configuration not stated)	1	-2	-5	-2	19	-2	-2	-0.1	10
O=C(NC(=O)N1CCN(c2ccccc2)CC1)c1ccc(Cl)cc1	2	3	11	-27	-1	-2	1	-0.8	1
O=C(/C=C/c1ccccc1)Nc1scc(-c2ccccc2)c1C(=O)O	3	-7	6	11	13	-3	-1	-1.7	4

No new results follow: an excerpt of the list.
SMILES	BaF3 parental	NPY-Y1 antag	RBBP9 inh	S1P4 antagonist	NPY1 pot ag	Ba/F3 V617F tox	Runt-CBFb FRET	S1P4 agonist	NPY2 pot ag
Cc1ccc(NC(=O)CCC(=O)NNC(=O)c2ccccc2[N+](=O)[O-])c(C)c1	10	3	-6	-20	-2	1	0	-0.8	5
Cc1ccc(Cn2cccc(NC(=O)NC3CCCCC3)c2=O)cc1	5	3	-13	-15	18	1	-4	0.6	-2
O=C(CN1CCN(c2ccccc2O)CC1)NC(c1ccccc1)c1ccccc1	8	-3	-9	-9	1	6	0	-1.3	21
